# HT1080-NT tox: kills 2HG-producing HT-1080-NT fibrosarcoma cells; HT-1080-NT fibrosarcoma viability, CellTiter-Glo ATP luminescence, 48 h; Potency, µM (highest dose often 46.1 µM), for inactives: top-dose activity, negative = less viability, actives largely listed as cytotoxic; 1.6% of 360,000 active; AID 686970;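 note: NT is the 2HG producing partner of a matched IDH1 knockdown line; potency is the fitted concentration of half-maximal effect; 0% = DMSO-treated cells and -100% = media-only wells without cells; nearly all actives have a fitted effect of over 55% in size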
#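 Toxicity toward the 2HG-producing NT line was scored as %Activity, normalised to DMSO and no-cell wells, from CellTiter-Glo luminescence after 48 hours' treatment.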
# S2 tox: reduces viability in counter-screen for ATXN expression inhibitors. AID 651635. S2 cells (HEK-293 line with an ATXN2-luciferase reporter) viability, CellTiter-Fluor protease fluorescence, 24 h. 0.49% of 400,000 active. Potency, µM (titrated, usually from 56.7 µM), most hits filed as cytotoxic; note: potency is the fitted concentration of half-maximal effect; nearly all actives have a fitted effect of over 40% in size
# MCF10A rereplic: induces DNA re-replication in MCF 10a normal breast cells | AID 624296 | Potency, µM (top dose mostly 46.1 µM), for the others: at the highest dose activity, positive = re-replication, most hits filed as activators | MCF 10A DNA re-replication, Hoechst nuclear intensity, 48 h | 2.9% of 350,000 active; note: potency is the fitted concentration of half-maximal effect; % of control where 0% means no effect; nearly all actives have a fitted effect of over 50% in size
# KB-3-1 tox: kills parental KB-3-1 adenocarcinoma cells | Potency, µM (highest dose often 46.1 µM), for the others: at the highest dose activity change, negative = cytotoxic, actives largely listed as cytotoxic | 1.4% of 400,000 active | KB-3-1 viability, CellTiter-Glo ATP luminescence, 72 h; note: potency is the fitted concentration of half-maximal effect; % is set by controls: 0 for no effect and ±100 for the full control effect; nearly all actives have a fitted effect of over 60% in size
#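 Cytotoxicity in the drug-sensitive parental line KB-3-1 was scored as loss of CellTiter-Glo luminescence following 72 h incubation with compound. Values come from curve fitting of normalized concentration-response data.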
# HT1080 IDH1KD tx: kills HT-1080 cells with IDH1 knockdown. AID 686971. Potency, µM (doses to about 46.1 µM), for inactives: at the top dose activity, negative = toxicity, hits mostly cytotoxic. HT-1080 IDH1 knockdown viability, ATP luminescence, 48 h. 2% of 360,000 active;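 note: potency is the fitted concentration of half-maximal effect; 0% = DMSO wells and -100% = cell-free medium wells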
#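 Luminescent ATP read-out (CellTiter-Glo, 10 min at room temperature) after 48 h compound exposure at 37 °C gave viability of IDH1-knockdown HT-1080 cells. Activity was normalised to DMSO and cell-free wells, then fitted as concentration-response curves.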
# SW480 rerep: DNA re-replication induction in SW480 cells. SW480 DNA re-replication, Hoechst DNA content imaging, 48 h. Potency, µM (top dose mostly 46.1 µM), without a hit: top-dose re-replication activation, usual class: activators. 1.8% of 340,000 active. AID 624297; note: potency is the fitted concentration of half-maximal effect; % of control where 0% means no effect; nearly all actives have a fitted effect of over 55% in size
#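 250 cells/well; 23 nL cpd via pin tool; 48 hr, 37 C, 5% CO2; Hoechst 40 min; imager read of total nuclear intensity, ex 405/em 500-530 nm.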
# IL-1B inflam inh: inflammasome signaling inhibition, IL-1 beta readout. activity change, % at 57.5 µM. THP-1 LPS/ATP IL-1B secretion, AlphaLISA, 16 h; hits give low values. 4.7% of 360,000 active. AID 743279; in the data active = activity change below about -50%; inconclusive = mostly about -30% to -49%; note: % is set by controls: 0 for no effect and ±100 for the full control effect
#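 THP-1 cells pretreated 1 hr with compounds (up to 57.5 uM final), then stimulated with LPS (250 ng/mL final) plus ATP (1.25 mM final); secreted IL-1B measured by AlphaLISA after 16 hr, decreased signal indicating inhibition.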
# ATXN2 expr inh: ATXN2 expression inhibition; HEK-293 ATXN2-luciferase reporter, luminescence, 24 h; Potency, µM (doses to about 57 µM), for the others: at the highest dose activity change, negative = inhibition, hits mostly inhibitors; 0.72% of 360,000 active; AID 1745845; note: potency is the fitted concentration of half-maximal effect; % is set by controls: 0 for no effect and ±100 for the full control effect; nearly all actives have a fitted effect of over 55% in size
#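 qHTS (up to 57 uM final) was run with 24 h compound exposure of reporter cells at 37 °C. Each well was multiplexed: SteadyGlo luminescence measured ATXN2-luciferase expression after a fluorogenic Gly-Phe-AFC viability readout (25 uM final).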
# HepG2 tox: kills HepG2 cells in TGF-b inhibitor counter-screen. HepG2 CAGA-GFP viability, ATP luminescence, 18 h. 0.76% of 410,000 active. Potency, µM (doses to about 46.1 µM), for inactives: at the top dose activity change, negative = cytotoxicity, most hits filed as cytotoxic; note: potency is the fitted concentration of half-maximal effect; some results filed as inactive show a strong effect at the top dose
#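 CellTiter-Glo luminescence gave cytotoxicity after 18 hours at 37 degrees C. The cells were HepG2 CAGA-GFP in 1% FBS DMEM, stimulated with 500 pg/mL TGF-beta after compound addition. %Activity was normalised to no-cell wells (complete cell-killing) and DMSO (no toxicity), and curves were fitted and classified.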
# Starred values were filed as active, the others as inactive; i = inactive; u = inconclusive; x = not tested or not shown; [ ] = dose if it differs, or a comment. Unless noted, calls come from the whole dose curve; as a rule, active = well fitted curve in the direction sought with a large enough effect; inconclusive = small, poorly fitted or top-dose-only effect, or another doubt; inactive = no such curve, though single readings can be large; an effect the other way counts as inactive or inconclusive.
Molecule	HT1080-NT tox	S2 tox	MCF10A rereplic	KB-3-1 tox	HT1080 IDH1KD tx	SW480 rerep	IL-1B inflam inh	ATXN2 expr inh	HepG2 tox
CCCCN(C)Cc1c(C)[nH]c2ccc(OCC)cc2c1=O	2%	i	10%	-1%	1%	-2%	32	-5%	4%
CC(C(=O)N1CCc2ccccc21)n1cccc1 (stereo unspecified)	-3%	i	6%	8%	-11%	-9%	3	5%	4%
C/C(=N\NC(=S)NC(C)C)c1cccc([N+](=O)[O-])c1	10%	i	9%	-1%	5%	-1%	-7	5%	-17%
CC(C)Cc1nnc(NC(=O)CCC(=O)N2CCN(c3ccccc3F)CC2)s1	-3%	i	0%	-4%	-1%	-30%[inhibitor]	15	-6%	4%
COc1ccc(/C(C)=N/N2C(=O)c3ccccc3NC2c2ccc(O)c(OC)c2)cc1 (stereo unspecified)	-3%	i	4%	1%	2%	-5%	-11	39%[activator]	-3%
Cc1ccc2c(c1)CO[C@@]21O[C@H](CCO)C[C@H](O)[C@H]1O	11%	i	x	-1%	5%	x	20	7%	-9%
Cc1cc(-c2nnc3sc(C4CCCCC4)nn23)n[nH]1	19%	u	10%	26%	21%	0%	-21	1%	-6%
CCOC(=O)c1c(C)[nH]c(C(=O)OCC(=O)c2ccc(OC)cc2OC)c1C	23%	i	17%	-4%	22%	u	-14	-8%	-7%
COc1ccc(NC(=O)CSc2ccc3nnc(-c4cccnc4)n3n2)cc1OC	22%	i	-5%	6%	3%	3%	-30	-3%	1%
CC(=O)Nc1ccc(NC(=O)CSc2nnnn2-c2ccc(F)cc2)cc1	-2%	i	-6%	-19%	0%	-2%	-17	5%	-29%
Cc1ccc(-c2cc(C(=O)NCCCn3ccnc3)c3cc(Br)ccc3n2)o1	13%	i	8%	0%	3%	u	u	2%	2%
COC(=O)CS(=O)(=O)c1nnc([C@H](Cc2ccccc2)NC(=O)OC(C)(C)C)o1	u	x	13µM*	u	u	u	-102*	u	-111%
N#Cc1nc(Cc2cccc3ccccc23)oc1NCCN1CCCCC1	-6%	u	-21%	5%	u	u	-28	u	-46%
CC(=O)c1ccc(N2CCN(S(=O)(=O)c3ccc4c(c3)NC(=O)CC(=O)N4)CC2)cc1	u	i	18%	0%	u	10%	11	14%	-4%
COc1ccc(N2CCN(C3CC(=O)N(Cc4ccccc4)C3=O)CC2)cc1 (stereo unspecified)	4%	i	26%	0%	5%	9%	13	1%	3%
C/C(=N\NC(=O)c1ccccc1)c1ccc(C)c([N+](=O)[O-])c1	2%	i	-2%	13%	-6%	-1%	2	51%[activator]	-4%
Cn1cc(C(=O)N/N=C/C(Br)=C\c2ccccc2)ccc1=O	-9%	i	u	-5%	-28%	18µM*	-98*	-21%	-14%
Cc1ccc(C)c2nc(SCC(=O)NCc3cccs3)c(C#N)cc12	15%	i	2%	5%	10%	-1%	5	5%	-6%
O=C1CCCC2=C1C(c1ccncc1)c1c(nc(SCc3ccccc3Cl)[nH]c1=O)N2 (stereo unspecified)	u	i	u	5%	-28%	13%	-21	5%	-12%
Cn1c(-c2cc(Cl)ccc2O)nc2c1c(=O)[nH]c(=O)n2Cc1ccccc1	-8%	i	6%	-7%	u	1%	60	-23%	-10%
COc1ccc(N2CCN(CC(=O)Nc3cc(C)cc(C)c3)CC2)cc1	12%	i	2%	-14%	6%	-20%	-15	-30%	12%
COc1ccc(NC2CCCN(C(=O)CCN3CCCO3)C2)cc1 (stereo unspecified)	-2%	i	0%	-6%	11%	-8%	28	9%	-3%
Cc1ccc(NC(=O)C2CCN(S(=O)(=O)c3ccc4[nH]c(=O)ccc4c3)CC2)c(C)c1	11%	i	-7%	5%	2%	6%	32	-9%	-9%
Cc1sc2nc(CN3CCCCC3)nc(N3CCN(C(=O)c4ccco4)CC3)c2c1C	u	i	0%	-13%	-17%	-7%	8	4%[11.3 µM]	-1%
CCOc1ccc(-c2nnc(-c3ccc(OC)cc3)o2)cc1	u	i	14%	4%	30%	-5%	-20	20%	10%
CC(C(=O)c1ccccc1)C(O)c1ccccn1 (stereo unspecified)	24%	i	-3%	1%	18%	-10%	-27	18%	2%
O=C(O)c1cccnc1Sc1ccc(Cl)cc1	1%	i	-2%	-3%	u	-3%	19	-21%	-17%
Cc1cc([N+](=O)[O-])ccc1NC(=O)C(C)N1CCN(c2ccccn2)CC1 (stereo unspecified)	1%	i	0%	21%	1%	-1%	-11	-19%	2%
Cc1ccc(S(=O)(=O)N2c3ccccc3OCC2c2ccccc2)cc1 (stereo unspecified)	u	i	16µM*	u	u	u	5	u	-18%
O=C(COc1ccccc1Cc1ccccc1)Nc1cccc(S(=O)(=O)N2CCOCC2)c1	-7%	i	-1%	u	-10%	7%	0	5%	-6%
CN(C)S(=O)(=O)N1CCN(S(=O)(=O)N(C)C)CC1	11%	i	-1%	0%	15%	-5%	13	5%	-3%
O=C(Cn1c(-c2ccccn2)nc2ccccc21)N/N=C/c1ccccn1	-5%	i	17%	13%	-4%	-18%	0	-4%	-9%
COc1ccc(NS(=O)(=O)c2cccc(C(=O)Nc3ccccc3C(=O)O)c2)cc1	7%	i	10%	7%	9%	-5%	48	8%	2%
Cc1cccc(C(=O)N(Cc2nc3ccccc3c(=O)[nH]2)C2CCCCC2)c1	-21%	i	-14%	u	-17%	-3%	0	1%	-15%
Cc1nn(CC(=O)Nc2ccc(F)cc2)c(=O)c2ccccc12	10%	i	-1%	1%	7%	-8%	-2	x	0%
COC(=O)c1cccc(NC(=O)Cc2nc(-c3ccccc3)sc2-c2ccc(C)cc2)c1	0%	i	17%	-13%	0%	-1%	13	4%	-14%

# Some entries already given, showing only KB-3-1 tox:
structure,KB-3-1 tox
Cc1cc([N+](=O)[O-])ccc1NC(=O)C(C)N1CCN(c2ccccn2)CC1 (stereo unspecified),21%
COc1ccc(NS(=O)(=O)c2cccc(C(=O)Nc3ccccc3C(=O)O)c2)cc1,7%
O=C(COc1ccccc1Cc1ccccc1)Nc1cccc(S(=O)(=O)N2CCOCC2)c1,u
COC(=O)c1cccc(NC(=O)Cc2nc(-c3ccccc3)sc2-c2ccc(C)cc2)c1,-13%

# Other entries
Molecule	HT1080-NT tox	S2 tox	MCF10A rereplic	KB-3-1 tox	HT1080 IDH1KD tx	SW480 rerep	IL-1B inflam inh	ATXN2 expr inh	HepG2 tox
Cc1noc(C)c1CSc1ccc2ccccc2n1	8%	i	u	-11%	-22%	-12%	13	1%	-16%
O=C(CSc1ccc2ccccc2n1)c1ccc2c(c1)OCO2	-2%	i	-181%[0.0737 µM]	-4%	16%	15%	12	81%[activator]	-20%
O=C(CCC1CCCN(c2ncccn2)C1)NCc1ccc(F)c(F)c1 (stereo unspecified)	5%	i	-2%	2%	0%	-3%	9	x	-18%
CCN(CC)c1ccc(S(=O)(=O)N2CCOCC2)cc1NC(=O)COC(=O)C1=COCCO1	-4%	i	1%	-10%	-4%	u	-4	0%	12%
Cc1nc2scc(C)n2c(=O)c1S(=O)(=O)NC(C)c1ccccc1 (stereo unspecified)	25%	i	-1%	1%	1%	-5%	16	-11%	14%
CC(C)COC(=O)NCC12C=CC(O1)C1C(=O)N(c3ccc(Cl)cc3)C(=O)C12 (stereo unspecified)	-3%	i	u	-6%	-3%	21%	-19	-1%	-30%
COc1cc(OC)c(OC)cc1/C=N/NC(=S)NCC1CCCO1 (stereo unspecified)	u	i	16%	9%	u	u	-8	-4%	-15%
CC(C)C(c1nnnn1C1CCCC1)N1CCCc2ccccc21 (stereo unspecified)	4%	i	14%	12%	1%	0%	9	-5%	-3%
O=C(O)c1ccc(S(=O)(=O)N(Cc2ccc(F)cc2)C2CCCCC2)cc1	-19%	i	29%	10%	-4%	-2%	-6	-11%	-23%
NS(=O)(=O)c1ccc(NC(=O)COC(=O)c2cc3ccccc3cc2O)cc1	19%	i	1%	14%	3%	-10%	37	-1%	-3%
COc1cccc(OC)c1C(=O)N1CCOCC1	8%	i	-7%	-5%	1%	-5%	-15	-3%	-4%
CCCc1cc(=O)n2[nH]c(-c3ccccc3)cc2n1	4%	i	0%	10%	11%	1%	13	0%	-15%
CCOc1cc(C(=S)N2CCOCC2)ccc1OS(=O)(=O)c1ccc(Br)cc1	-19%	i	u	1%	-7%	u	u	-28%	-21%
O=C(Nc1ccc(COc2ccccc2)cc1)Oc1ccccc1N1CCOCC1	24%	i	2%	2%	1%	-8%	2	-15%	-2%
COc1ccc(C(N)c2nccc3cc(OC)c(OC)cc23)cc1OC (stereo unspecified)	0%	i	0%	-3%	-16%	7%	-83*	-10%	-5%
O=C(Nc1ccc(N2CCN(C(=O)c3ccco3)CC2)cc1)c1ccc([N+](=O)[O-])cc1Cl	-26%	i	2%	-1%	-18%	u	-5	0%	0%
COc1ccc(N(CC(=O)NN=C2CCCCCCC2)S(=O)(=O)c2ccccc2)cc1	0%	i	-5%	-4%	10%	-4%	-14	1%	-7%
O=[N+]([O-])c1ccccc1S(=O)(=O)N1CCN(c2ccc(F)cc2)CC1	8%	u	-6%	2%	22%	-10%	-13	-14%	-21%
Cc1cccc(OCC(O)Cn2c(N3CCCCC3)nc3c2c(=O)n(C)c(=O)n3C)c1 (stereo unspecified)	-4%	i	-16%	-12%	0%	-6%	40	x	1%

# Compound activity deposited in PubChem by National Center for Advancing Translational Sciences (NCATS).
